L3MBTL1 inh: L3MBTL1 (human) inhibition | Q9Y468 | AlphaScreen L3MBTL1–H3K9me1 peptide binding | Potency, µM (highest dose often 57.1 µM), inactives show at the highest dose activity, negative = inhibition, usual class: inhibitors | 0.66% of 230,000 active; also: nearly all actives have a fitted effect of over 60% in size
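Displacement of a biotinylated histone H3(1-15) peptide monomethylated at Lys9 (75 nM) from L3MBTL1 (50 nM) was measured by AlphaScreen after a 30 min room-temperature compound incubation; cefsulodin titration served as intraplate control.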
ALDH1A1 inh: ALDH1A1 (human) enzyme inhibition. P00352. Purified ALDH1A1, NADH fluorescence, propionaldehyde substrate. Potency, µM (top dose mostly 75.3 µM), for inactives: at the top dose activity, negative = inhibition, most hits filed as inhibitors. 7.3% of 220,000 active; active = well fitted inhibition curve with a large enough effect, not every such curve was filed as active; inconclusive = small, poorly fitted or top-dose-only effect, or another doubt; inactive = no such curve, though single readings can be large or run the other way;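 also: plate controls were no enzyme wells and a reference inhibitor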
TRb-SRC2 inh: disrupts binding of human TR beta to SRC2. TRbeta-SRC2 peptide binding, fluorescence polarization; receptor liganded with 1 µM T3. Potency, µM (highest dose often 106 µM), for the others: at the highest dose activity change, negative = inhibition, hits mostly inhibitors. 0.065% of 280,000 active;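 also: plate controls were bound peptide for no effect and peptide without receptor for full effect; nearly all actives have a fitted effect of over 50% in size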
Target sequence (P10828 whole entry, looked up): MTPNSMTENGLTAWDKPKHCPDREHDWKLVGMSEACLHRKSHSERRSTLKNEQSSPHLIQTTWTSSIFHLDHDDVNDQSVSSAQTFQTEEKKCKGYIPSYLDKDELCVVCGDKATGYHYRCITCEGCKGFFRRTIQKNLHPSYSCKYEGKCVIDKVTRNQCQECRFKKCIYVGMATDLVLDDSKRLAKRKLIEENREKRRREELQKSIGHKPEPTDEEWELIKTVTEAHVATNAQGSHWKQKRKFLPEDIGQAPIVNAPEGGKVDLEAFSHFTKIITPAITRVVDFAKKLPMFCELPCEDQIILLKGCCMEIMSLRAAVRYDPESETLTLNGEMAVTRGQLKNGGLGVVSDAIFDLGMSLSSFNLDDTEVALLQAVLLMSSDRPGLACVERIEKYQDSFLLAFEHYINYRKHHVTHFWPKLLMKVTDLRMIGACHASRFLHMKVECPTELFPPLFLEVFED
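Quantitative HTS by FP: 0.6 uM TRb LBD, 20 nM labeled SRC2 20-mer, 1 uM T3, 5% DMSO; 5 hr ambient incubation; % activity per concentration and potencies from concentration series.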
Tau fibril ThT: tau fibrillization inhibition (ThT binding); recombinant tau K18 P301L, heparin-induced fibrillization, ThT fluorescence; 2.1% of 270,000 active; Potency, µM (top dose mostly 57.4 µM), inactives show at the top dose activity, negative = inhibition, usual class: inhibitors; also: nearly all actives have a fitted effect of over 55% in size
Target sequence (P10636 561-689 P618L limits assumed): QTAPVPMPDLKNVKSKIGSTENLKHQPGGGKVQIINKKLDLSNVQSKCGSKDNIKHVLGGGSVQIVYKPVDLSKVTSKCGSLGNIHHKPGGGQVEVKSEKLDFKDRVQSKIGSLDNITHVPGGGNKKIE
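Heparin-induced fibrillization of the P301L-mutant K18 repeat-domain fragment of human tau was followed by ThT binding in quantitative high-throughput format.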
GLA spleen mod: inhibits or activates alpha-galactosidase in human spleen homogenate. AID 2107. Potency, µM (titrated, usually from 80 µM), inactives show top-dose activity change, negative = inhibition, hits mostly inhibitors. human spleen homogenate, 4MU-alpha-Gal fluorescence, 40 min. 0.008% of 240,000 active;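 also: 0% = enzyme with vehicle and -100% = no enzyme basal signal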
Target sequence (P06280 32-429 limits assumed): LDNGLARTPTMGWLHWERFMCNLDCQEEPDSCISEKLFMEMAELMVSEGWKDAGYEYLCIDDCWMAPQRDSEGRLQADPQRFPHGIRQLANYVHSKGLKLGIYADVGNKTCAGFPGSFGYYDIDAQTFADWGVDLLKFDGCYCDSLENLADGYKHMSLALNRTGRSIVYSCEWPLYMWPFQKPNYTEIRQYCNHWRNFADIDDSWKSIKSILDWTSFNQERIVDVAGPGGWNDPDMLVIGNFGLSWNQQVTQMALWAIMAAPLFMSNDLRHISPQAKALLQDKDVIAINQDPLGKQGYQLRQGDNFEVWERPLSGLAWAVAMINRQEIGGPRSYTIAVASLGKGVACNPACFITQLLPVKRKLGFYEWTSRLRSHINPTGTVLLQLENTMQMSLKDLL
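Human spleen homogenate (1 ug) was the enzyme source, with 4-methylumbelliferyl-alpha-D-galactopyranoside (1 mM final) in pH 5.0 citrate buffer with 0.01% Tween-20. Compounds were titrated; after 40 min at 37C, NaOH/glycine stop, 4-MU fluorescence read; AC50 from Hill fits.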
Tau FP inhib: blocks human tau fibril formation measured by polarization; P10636; K18 P301L tau heparin fibrillization, Alexa594 FP, 6 h; Potency, µM (doses to about 57.7 µM), without a hit: top-dose activity, negative = inhibition, hits mostly inhibitors; 0.39% of 280,000 active; also: nearly all actives have a fitted effect of over 55% in size
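K18 P301L tau (15 uM unlabeled/0.24 uM Alexa 594-labeled, final) + compound + heparin 20 uM final; 100 mM NaOAc pH 7; 6 hr 37 C; ThT 30 uM final added, 1 hr RT; FP ex 555/em 632 nm.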
Tau fluor counter: counter-screen for tau fibril formation inhibitors; tau K18 P301L Alexa594 fluorescence, heparin fibrillization; 0.93% of 280,000 active; AID 1463; Potency, µM (highest dose often 57.7 µM), for inactives: top-dose activity change, negative = decrease; also: nearly all actives have a fitted effect of over 55% in size
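Human tau K18 P301L (15 uM unlabeled, 0.24 uM Alexa 594-labeled) in 100 mM sodium acetate pH 7 with 20 uM heparin, 6 hr at 37 C. ThT 30 uM added, 1 hr ambient; Alexa 594 FP and total fluorescence read at 555/632 nm.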
TR SRC2 fluor cs: counter-screen for TRb-SRC2 inhibitors: fluorescence interference | TRb/SRC2 Texas Red total fluorescence interference | 0.29% of 280,000 active | Potency, µM (titrated, usually from 106 µM), for the others: at the top dose fluorescence change, negative = quenching; active = well fitted curve in either direction with a large enough effect; inconclusive = small, poorly fitted or top-dose-only effect
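Human TRβ ligand-binding domain (0.6 uM) and Texas Red SRC2 peptide (20 nM) in Tris buffer with 1 uM T3 and 5% DMSO were incubated with pinned compound for 5 hr at ambient temperature. Total fluorescence was computed as S + 2P (555/632 nm).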
* = called active by the depositor; ? = inconclusive; nt = no result given; & = joins results of further samples; [ ] = another dose, or the depositor's remark. Unless noted, calls follow the shape of the dose curve; as a rule, active = well fitted curve in the direction sought with a large enough effect; inconclusive = small, poorly fitted or top-dose-only effect, or another doubt; inactive = no such curve, though single readings can be large; an effect the other way counts as inactive or inconclusive. Unless noted, % is scaled to controls: 0 for no effect and ±100 for the full control effect; potency is read from the fitted curve at half-maximal effect. Rows are unselected; about 8.5% have a hit in one of these screens.

SMILES,L3MBTL1 inh,ALDH1A1 inh,TRb-SRC2 inh,Tau fibril ThT,GLA spleen mod,Tau FP inhib,Tau fluor counter,TR SRC2 fluor cs
O=C(O)c1ccc(-n2cccc2/C=C2/NC(=O)N(c3cccc(Cl)c3)C2=O)cc1,nt,?,-4%,-15%,2%,2%,-14%,-9%
CC(C)c1ccc2[nH]c3nc(SCC(=O)N4CCOCC4)nnc3c2c1,nt,?,-9%,-7%,16%,0%,-7%,-4%
Cc1ccc(-c2nn3c(-c4ccc(C)cc4)nnc3c3ccccc23)cc1,nt,nt,-1%,-13%,nt,-2%,6%,-27%
COC(=O)c1ccc(N2CCN(C(C)=O)CC2)c(NC(=O)COc2ccccc2C)c1,-3%,7.9µM*,2%,-7%,-6%,9%,-14%,0%
Cc1ccc(NC(=O)CSc2nnc(-c3ccccc3C)o2)cc1C,8%,1%,0%,-7%,1%,?,-19%,1%
C/C(CC(=O)Nc1ccc(C)c(Cl)c1)=N\NC(=O)c1ccco1,-2%,4%,-8%,-15%,5%,-9%,-14%,2%
O=c1oc2ccccc2cc1N1CCOCC1,3%,-14%,4%,6%,5%,0%,3%,-3%
CCCCOCCO,nt,-6%&-10%,6%[201 µM],nt,1%&2%,nt,nt,-2%[201 µM]
COc1cccc(/C=N/NC(=O)CSc2nnc(C)n2-c2ccccc2)c1OC,3%,11%,0%,-1%,-2%,1%,1%,2%
N#C/C(=C\c1ccc(-c2cccc([N+](=O)[O-])c2)o1)C(=O)N1CCOCC1,-9%,-14%,-2%,-17%,-2%,-2%,-17%,-3%
COc1ccc(CNc2nc(-c3ccco3)nn2S(=O)(=O)c2ccc(Cl)cc2)cc1OC,nt,nt,0%,0%,nt,2%,-2%,-13%
COc1ccc(/C=C/c2nc(C#N)c(NCc3ccc(F)cc3)o2)cc1OC,nt,nt,3%,1%,nt,12%,-24%,-6%
Cc1ccc(/C=N\NC(=O)c2cncc(Br)c2)o1,14%,-11%,2%,-11%,-5%,0%,0%,2%
COC(=O)[C@H](C)NC(=O)Nc1cccc(C)c1,3%,5%,-3%,-6%,-14%,-5%,-8%,0%
NC(Cc1c[nH]c2ccccc12)C(=O)NCC(=O)O (centres undefined),nt,2%,-3%,-6%,3%,-1%,-12%,-2%
COc1ccc(OC)c(NC(=O)CN2CCCN(Cc3ccccc3Cl)S2(=O)=O)c1,nt,nt,2%,3%,nt,13%,-19%,0%
CCCNC(=O)CN1C(=O)c2c(c3ccccc3n2C)C1c1ccc(OC)cc1 (centres undefined),nt,nt,-4%,-3%,nt,9%,-1%,-1%
CC1CC(C)CN(c2nc(N(C)c3ccccc3)nc(N)c2[N+](=O)[O-])C1 (centres undefined),-9%,nt,2%,?,-6%,6%,-15%,-3%
CC(C)C(c1nnnn1Cc1ccco1)N1CCN(C2CCCC2)CC1 (centres undefined),5%,9%,-6%,2%,6%,-2%,8%,-4%
CC1(C)COC(/C=C/c2cccc([N+](=O)[O-])c2)=N1,?,14µM*,5%[53 µM],-3%,-8%,3%,-8%,0%[53 µM]

In a second layout: entries from further up
CC(C)C(c1nnnn1Cc1ccco1)N1CCN(C2CCCC2)CC1 (centres undefined)
  L3MBTL1 inh = 5% | ALDH1A1 inh = 9% | TRb-SRC2 inh = -6% | Tau fibril ThT = 2% | GLA spleen mod = 6% | Tau FP inhib = -2% | Tau fluor counter = 8% | TR SRC2 fluor cs = -4%

CC1(C)COC(/C=C/c2cccc([N+](=O)[O-])c2)=N1
  L3MBTL1 inh = ? | ALDH1A1 inh = 14µM* | TRb-SRC2 inh = 5%[53 µM] | Tau fibril ThT = -3% | GLA spleen mod = -8% | Tau FP inhib = 3% | Tau fluor counter = -8% | TR SRC2 fluor cs = 0%[53 µM]

(more compounds)
SMILES,L3MBTL1 inh,ALDH1A1 inh,TRb-SRC2 inh,Tau fibril ThT,GLA spleen mod,Tau FP inhib,Tau fluor counter,TR SRC2 fluor cs
CC(=O)NC(CCS(C)(=O)=O)C(=O)Nc1ccccc1C (centres undefined),-11%,2%,-2%,3%,0%,3%,5%,2%
Cc1cccc(NC(=O)N(Cc2nc3ccccc3c(=O)[nH]2)C2CCCC2)c1,3%,4%,-18%,-7%,-14%,0%,-4%,-2%
CCCCOc1nc2ccccc2nc1C(C#N)S(=O)(=O)c1ccccc1 (centres undefined),nt,?,0%,?,10%,14%,-26%,-2%
CC1CC/C(=C\c2ccc3c(c2)OCO3)C(=O)/C1=C/c1ccc2c(c1)OCO2 (centres undefined),-13%,?,0%,?,-21%,3%,-13%,2%
OC(CNCCCCNCC(O)C(F)(F)F)C(F)(F)F (centres undefined),3%[11.4 µM],9%,1%,-1%,0%,-5%,3%,-5%
COc1cc(O)cc(O)c1C(=O)/C=C/c1ccccc1,-6%,-5%,8%,?,12%,-6%,-19%,-3%
O=C(N/N=C/c1ccc(F)cc1)c1c(O)c2ccccc2[nH]c1=O,5%,2%,-3%,-3%,1%,6%,-6%,-2%
O=C(NCCCNCc1ccccc1)c1ccncc1,1%,2µM*,-6%,-1%,8%,8%,2%,-1%
O=C1C2CCCN2C(c2ccccc2F)N1c1ccc(Cl)cc1 (centres undefined),-4%,-4%,-10%,2%,-3%,3%,1%,-4%
Cc1ccccc1CN1c2ccccc2-c2nc(SCC(=O)NCCc3ccccc3)ncc2S1(=O)=O,nt,nt,0%,9%,nt,?,-21%,-1%
CCn1cc(C(=O)NCc2ccccc2OC)c(=O)c2cc(S(=O)(=O)N3CCCCCC3)ccc21,nt,nt,-2%,-8%,nt,-3%,-21%,-1%
O=C(c1ccc(S(=O)(=O)N2CCC(c3nc4ccccc4s3)CC2)cc1)N1CCOCC1,-1%,9%,1%,6%,-13%,1%,9%,-1%
CCOc1ccc(C(=O)OCc2cc(=O)n3nc(C4CCCCC4)sc3n2)cc1,nt,nt,0%,?,nt,-12%,-10%,-15%
O=S(=O)(N/N=C/c1ccc2c(c1)OCCO2)c1ccc(Cl)cc1,-2%,-6%,0%,-8%,7%,-2%,-14%,-6%
Cc1nn(CCC(=O)NCc2ccc(Cl)cc2)c(=O)c2nn(-c3ccccc3)c(C)c12,nt,nt,7%,4%,nt,5%,8%,-1%
CCc1nnc(NC(=O)CSc2nnc3c(C)cc4c(C)ccc(C)c4n23)s1,-4%,5%,-8%,-12%,-3%,-5%,-4%,0%
CC(=O)Nc1ccc(C(=O)OCc2ccc(Cl)c(Cl)c2)cc1,1%,-9%,7%,1%,-6%,1%,0%,0%
CC1CCCC(NC(=O)COC(=O)c2ccc(N(C)C)cc2)C1C (centres undefined),nt,-8%,-3%,-18%,0%,16%,-8%,1%
Cc1cc2cc(CNC(=O)c3ccc(S(=O)(=O)N(C)C)cc3)ccc2n1C,-13%,-11%,3%,-15%,-5%,-7%,-26%,2%
O=C(COc1cccc(NC(=O)c2ccco2)c1)c1ccc(F)cc1,5%,-6%,6%,?,-8%,-11%,-15%,1%

(cont.)
SMILES,L3MBTL1 inh,ALDH1A1 inh,TRb-SRC2 inh,Tau fibril ThT,GLA spleen mod,Tau FP inhib,Tau fluor counter,TR SRC2 fluor cs
Cc1ccc(Cc2cnc(NC(=O)C3Cc4ccc(C)cc4C(=O)O3)s2)cc1 (centres undefined),nt,nt,4%,-7%,nt,-11%,-15%,1%
CN(C)c1ccc(CNC(=O)c2cccn2-c2nnc(N3CCCCC3)s2)cc1,nt,nt,2%,-6%,nt,11%,-5%,0%
COc1cccc(C(=O)Nc2ccccc2C(=O)OCc2cc(=O)n3c(C)csc3n2)c1,nt,nt,6%,-4%,nt,-7%,-10%,-2%
CCc1ccc2oc(-c3ccc(C)c(NC(=O)c4cc([N+](=O)[O-])ccc4N4CCOCC4)c3)nc2c1,nt,nt,7%,?,nt,-2%,?,5%
CCOc1ccc(N(C(=O)CNC(=O)c2cccs2)C(C(=O)NCC2CCCO2)c2ccc(OC)c(OC)c2)cc1 (centres undefined),-4%,0%,7%,-9%,-4%,9%,-1%,-5%
COC(=O)c1nc(NC(=O)c2ccccc2)n[nH]1,5%,5%,-3%,-16%,1%,5%,1%,1%
O=C(Nc1ccc(F)cc1F)c1cccc2c1C(=O)N(C1CCCCC1)C2,nt,nt,-6%,?,nt,-10%,-29%,-2%
O=C(NNc1ccccc1[N+](=O)[O-])Nc1ccc(F)cc1,3%,?,-4%,-18%,1%,-13%,-5%,0%
O=C(O)C1C(c2ccccc2)C(C(=O)Oc2ccccc2)C1c1ccccc1 (centres undefined),nt,16µM*,0%,-3%,-4%,3%,2%,1%
O=C(Nc1nnc(C2CC2)s1)c1cccc(S(=O)(=O)N2CCc3ccccc32)c1,nt,-11%,12%,1%,2%,-6%,-24%,-1%
C(=C\c1ccccn1)/c1ccccn1,-10%,nt,-8%,-15%,0%,-7%,-17%,6%
CC(=O)N[C@H](CS)C(=O)O,nt,3%,3%,?,16%,?,-12%,-2%
Cc1ccc2c(c1)C(c1ccc(N3CCOCC3)cc1)=NNC(c1cccs1)=N2,2%,10%,2%,?,4%,14%,?,-1%
Cc1cccc(OCCN2C(=O)c3ccccc3C2=O)c1,14%[11.4 µM],9%,-6%,-3%,6%,-1%,-12%,-1%
CCCC12CN3CC(C)(CN(C1)C3c1cn(C)c3ccccc13)C2=O (centres undefined),nt,nt,-2%,-10%,nt,-2%,-17%,-1%
OC(CN1C2=NCCCN2c2ccccc21)c1ccc(Cl)cc1 (centres undefined),3%,18%,0%,-7%,-2%,6%,1%,-4%
COc1ccc(OC)c(S(=O)(=O)NC2CCN(Cc3ccccc3)CC2)c1,nt,-5%,-14%,-4%,19%,8%,2%,-2%
O=C(O)c1cc(S(=O)(=O)N2CCCCC2)sc1Cl,0%,2%,-3%,8%,1%,8%,12%,-5%
NC(=O)C1(N2CCCCC2)CCN(Cc2ccccc2Cl)CC1,7%,7%,2%,0%,5%,4%,0%,0%
CCOC(=O)c1ccc(NC(=O)CCSCCc2ccccn2)cc1,nt,-5%,-6%,?,0%,-17%,-16%,-2%

Bioassay records as filed in PubChem BioAssay.
